# PV pol inh – poliovirus RdRp elongation inhibitors, primary screen, biochemical, fluorescence polarization, total intensity; % elongation, % (compound at 16.7 µg/mL); Genome polyprotein (Poliovirus type 1 (strain Mahoney)), P03300; poliovirus polymerase elongation; active compounds read low; hit rate 0.66% among 150,000; AID 588519, 2011; in the data active means % elongation below about 90%; further: some results filed as inactive read as strong as hits
# Target sequence (P03300 1749-2209 limits assumed): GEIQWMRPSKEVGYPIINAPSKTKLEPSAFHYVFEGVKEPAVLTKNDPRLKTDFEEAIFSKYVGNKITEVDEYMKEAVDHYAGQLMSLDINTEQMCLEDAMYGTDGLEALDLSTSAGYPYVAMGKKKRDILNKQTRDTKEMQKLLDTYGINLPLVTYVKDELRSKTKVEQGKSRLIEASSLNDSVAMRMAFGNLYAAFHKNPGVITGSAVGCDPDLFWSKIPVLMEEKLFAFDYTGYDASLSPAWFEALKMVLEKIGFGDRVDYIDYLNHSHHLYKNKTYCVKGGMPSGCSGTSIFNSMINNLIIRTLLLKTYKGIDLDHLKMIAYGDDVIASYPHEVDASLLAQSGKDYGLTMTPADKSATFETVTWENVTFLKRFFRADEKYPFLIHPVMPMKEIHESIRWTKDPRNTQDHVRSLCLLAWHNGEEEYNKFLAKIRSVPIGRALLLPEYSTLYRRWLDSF
# PV pol inh FP z-score – further read-out of PV pol inh, marked with its call; z-score; measured here: FP z-score; hits read low
# The depositor's hits bear a star; & = joins results of further samples. These rows are one share of the data (hit frequency here may not be typical).
# Under each structure – PV pol inh | PV pol inh FP z-score
CC(C)(C)C(=O)C1=C(O)C(=O)N(Cc2ccccc2)C1c1cccnc1 (stereo not given)
 : 103 | 0.1
COc1ccccc1N1CCN(c2nc3c(S(=O)(=O)c4ccccc4)nnn3c3ccc(Cl)cc23)CC1
 : 102 | -0.9
CCCc1ccc(OCC(=O)Nc2ccc(Cl)cc2C(=O)c2ccccc2)cc1
 : 101 | -0.3
COC(=O)C12CC3CC(CC(Br)(C3)C1)C2
 : 103 | 0.5
Cc1ccc(/C(N)=N/OC(=O)c2ccccc2)cc1
 : 102 | 0.1
Cc1oc2c(c1C(=O)NCc1cc(C(=O)O)co1)CCCC2
 : 103 | 0.5
CC(C)(C)c1ccc(C(=O)Nc2ccc3oc(-c4ccncc4)nc3c2)cc1
 : 100 | -0.2
O=C(CCc1nnc2n(Cc3ccc(F)cc3)c(=O)c3ccccc3n12)N1CCOCC1
 : 101 | -0.1
Cc1cccc(CCNC(=O)c2cc3c(=O)[nH]c4ccc(C)cc4c3s2)c1
 : 106 | 0.5
COc1cc(NC(=O)C(C)(C)C)ccc1Br
 : 102 | -0.1
Cc1c(NC(=O)c2ccc(C(=O)O)cc2C(=O)O)c(=O)n(-c2ccccc2)n1C
 : 103 | 0.4
Cc1ccc(Oc2nc3ccccc3n3c(C)nnc23)cc1C
 : 104 | 0.4
NC(=O)CSc1nnc(SCCOc2ccccc2)s1
 : 100 | -1.1
CC1CCC(=NO)CC1 (stereo not given)
 : 100 | 0
COc1ccccc1OCC(=O)N(Cc1cccs1)C1CCS(=O)(=O)C1 (stereo not given)
 : 106 | 0.3
O=C(COc1ccc(C2N(Cc3ccccc3)CCN2Cc2ccccc2)cc1)N1CCOCC1
 : 101 | 0
CC1(C)C2CC=C(/C=N/n3cnnc3)C1C2 (stereo not given)
 : 102 | 0.2
CC(=O)Nc1ccccc1OCc1nnc(-c2ccccc2)o1
 : 102 | 0.1
Cc1cccc(NC(=O)C(C)N2CCNC(=O)C2)c1 (stereo not given)
 : 102 | 0.1
Cc1c(C)c2c(c(C)c1O)CCC(C)(C(=O)O)O2 (stereo not given)
 : 101 | 0.2
COc1ccc2c(C)c(CCC(=O)NCc3ccccc3Cl)c(=O)oc2c1C
 : 103 | -0.9
COc1ccc(C(=O)OCC(=O)Nc2ncc(Cl)c(C)c2Cl)c(OC)c1
 : 114 | 1.5
CCOCN(C(=O)Cn1c(CC(C)C)nc2ccccc21)c1c(C)cccc1CC
 : 112 | 0.2
N#CCSc1nc2ccc(Cl)cc2[nH]1
 : 102 | 0.1
O=C(CCCN1C(=O)c2ccccc2C1=O)NCc1ccccc1
 : 101 | -0.2
Cc1ccc(-n2c(C)cc(C(=O)CSc3nnc4ccccn34)c2C)cc1
 : 94 | -0.9
CC1=NN(c2ccccc2)C(=O)/C1=C\c1c(O)n(-c2ccc(F)cc2)[nH]c1=O
 : 104 | 0.5
O=C(O)CCc1nnc2ccc(N3CCC4(CC3)OCCO4)nn12
 : 99 | -0.5
Cc1cc(C)c2oc(-c3cc(N)ccc3Cl)nc2c1
 : 110 | 2.3
CN(Cc1ccccc1F)C(=O)CCCn1c(=O)oc2ccccc21
 : 105 | 0.2
Cc1cc(NC(=O)c2cccc(-n3cnnc3)c2)no1
 : 101 | -0.3
Cc1c(NC(=O)c2cc(-c3ccc(Cl)cc3)on2)c(=O)n(-c2ccccc2)n1C
 : 103 | 0
COc1ccc2sc(N(Cc3cccnc3)C(=O)C3COc4ccccc4O3)nc2c1 (stereo not given)
 : 103 | -0.8
CCN1C(=O)c2ccccc2S(=O)c2ccc(C(=O)N3CCN(c4ccc(F)cc4)CC3)cc21 (stereo not given)
 : 107 | 0.2
COc1cccc(NC(=O)CSc2nc(N)cc(=O)[nH]2)c1
 : 104 | 0.6
CN(C)c1nc(NCCO)c2cnn(C)c2n1
 : 106 | 1.4
O=S(=O)(c1ccc(Cl)cc1)c1nc(-c2cccs2)oc1N1CCCCC1
 : 105 | 0.1
FC(F)(F)Oc1ccc(OCc2n[nH]c(=S)o2)cc1
 : 104 | -0.1
CCc1ccc(NC(=O)CSc2nc3ccccc3nc2Cc2ccc(C)cc2)cc1
 : 103 | -0.7
CC(=O)c1c(C)oc2ccc(N(C(=O)c3ccncc3)S(=O)(=O)c3ccc(C)cc3C)cc12
 : 100 | -1.5
Cc1c(S(=O)(=O)C(C)C)c(N)n(Cc2ccc(Cl)cc2Cl)c1C
 : 105 | 0.8
CCNc1nc(C)nc2sc(CC)cc12
 : 103 | 0.3
CCCC12CN3CC(CCC)(CN(C1)C3C)C2=O (stereo not given)
 : 101 | -0.6
CCN1c2ccccc2-c2nc(SCC(=O)Nc3cccc(C)c3C)ncc2S1(=O)=O
 : 113 | 0.5
Cc1nonc1NC(=O)CNC1CCCCC1
 : 101 | -0.2
FC(F)(F)CN(Cn1nc(-c2ccco2)oc1=S)Cn1nc(-c2ccco2)oc1=S
 : 76* | -1.9*
CC(=O)Nc1cccnc1
 : 101 | -0.2
COc1ccc(-c2nc(CN3C(=O)CN=C(c4ccccc4Cl)c4cc(Cl)ccc43)c(C)o2)cc1OC
 : 109 | 0.4
CCc1ccc(C(=O)CSc2cccc[n+]2[O-])cc1
 : 104 | 0.7
S=c1[nH]nc(-c2cccnc2)n1C1CCCCC1
 : 104 | 0.7
O=C(Oc1ccc2c(=O)c(-c3ccccc3)coc2c1)N1CCOCC1
 : 103 | 0.5
CCOc1ccc(C(=O)NCCc2sc(-c3ccc(F)cc3)nc2C)cc1
 : 109 | 0.6
COc1cccc(CNc2nc3c(-c4cccc(C)c4)nnn3c3ccccc23)c1
 : 110 | 2
Nc1nc(Nc2cccc(C(F)(F)F)c2)sc1C(=O)c1ccccc1
 : 105 | 0.3
COc1ccc(-c2nc(CS(=O)CC(=O)NCc3ccc(F)cc3)c(C)o2)cc1OC (stereo not given)
 : 103 | -0.4
CCOC(=O)C1CCN(C(=O)c2ccc3c(c2)N=C(CC)c2cc(C)ccc2S3)CC1
 : 107 | -1.3
COC(=O)Cn1c(C)nc2ccccc21
 : 102 | 0.9
CC(NCc1cccs1)C(=O)Nc1ccc(S(=O)(=O)N2CCCC2)cc1 (stereo not given)
 : 104 | 0.2
O=C(NCc1ccco1)C1CCN(c2nc3ccccc3n2Cc2cccc(F)c2)CC1
 : 103 | 0.2
COc1ccc(CCNC(=O)c2ccc3noc(-c4ccccc4)c3c2)cc1OC
 : 105 | 2

# Further records.
# Under each structure – PV pol inh | PV pol inh FP z-score
Cc1cccc(N2CCN(C(=O)c3nn(C)c4c3CS(=O)(=O)c3ccccc3-4)CC2C)c1 (stereo not given)
 : 107 | 0.2
NC(=O)COC(=O)c1ccc(O)cc1
 : 101 | -0.2
COc1ccc(N2Cc3cccc(C(=O)NCCC4=CCCCC4)c3C2=O)cc1
 : 105 | 0.9
O=C1c2c(O)cccc2Cc2cccc(O)c21
 : 102 | 0.6
CCOc1ccc2c(-c3ccccc3)cc(=O)oc2c1
 : 108 | 0.3
O/N=C1\CCCCC1C1=CCCCC1 (stereo not given)
 : 105 | 0.8
CCn1c(-c2ccccc2)csc1=Nc1ccc2[nH]c(=O)[nH]c2c1
 : 103 | 0.1
O=C1C(Cc2c[nH]c3ccccc23)NC(=S)N1c1ccccc1Cl (stereo not given)
 : 114 | 6.6
Cc1ccc2oc(=O)cc(CN(C)CCO)c2c1
 : 107 | 1.4
CC1=C(C(N)=O)C(c2ccccc2F)n2nc(-c3ccc(Cl)cc3)nc2N1 (stereo not given)
 : 108 | 0.6
Nc1nnc(C23CC4CC(CC(C4)C2)C3)s1
 : 100 | -0.2
O=C(COC(=O)CN1C(=O)c2ccccc2C1=O)Nc1ccccc1
 : 103 | 0.2
COc1ccc(CNC(=O)C(=O)NCC(c2ccco2)S(=O)(=O)c2ccc(C)cc2)cc1 (stereo not given)
 : 106 | -0.2
N#C/C(=C\Nc1ccc2c(c1)OCCO2)c1nc2ccccc2[nH]1
 : 103 | 0.6
CC(C)OCCCn1c(=O)c2ccccc2n2c(CCC(=O)Nc3ccccc3)nnc12
 : 104 | 1
S=C(c1ccccc1)N1CCOCC1
 : 100 | -0.4
C=CCN1/C(=C\CO)[C@@H]2C[C@@H]3[C@H]1CC[C@@]31c3ccccc3N3/C=C4\C5N(/C=C/2C31)c1ccccc1[C@@]51CC[C@@H]2[C@H]1C[C@H]4/C(=C/CO)N2CC=C (stereo not given in full)
 : 101 | 1.1
CC(C)CCn1c(=O)c2ccccc2n2c(CCC(=O)NCc3cccnc3)nnc12
 : 102 | 0.3
CCNC(=S)NCCc1ccncc1
 : 103 | 0.6
CC(C)CC(=O)Nc1ccc(NC(=O)CC(C)C)cc1
 : 100 | 0
O=c1cc(O)c2sc3nc(-c4cccs4)cc(C(F)(F)F)c3c2[nH]1
 : 106 | 0.5
S=c1[nH][nH]nc1-c1cccc(Cl)c1
 : 98 | -0.4
CC(C(=O)c1ccc2ccccc2c1)N1CCCCC1 (stereo not given)
 : 100 | -0.6
CCOC(=O)c1cccc(Nc2ccc3cc(S(=O)(=O)N4CCCCC4)ccc3n2)c1
 : 108 | 0.2
CCc1ccc(NC(=O)CN(C2=NC3CS(=O)(=O)CC3S2)c2ccc(CC)cc2)cc1 (stereo not given)
 : 101 | 0
COC(=O)C1=C(CN2CCCCC2)NC(=O)NC1c1ccccc1Cl (stereo not given)
 : 103 | 0.5
CCc1ccc2occ(CC(=O)Nc3sc4c(c3C(=O)OC)CCCC4)c2c1
 : 104 | 0.4
Cc1ccc2oc(-c3cc(NC(=O)c4oc5ccccc5c4C)ccc3Cl)nc2c1
 : 112 | 0.8
Cc1ccc(SC(C)C(=O)NC(C)(C)C)cc1 (stereo not given)
 : 101 | 0.1
COC(=O)c1cccc(NC(N)=S)c1
 : 104 | 0.2

# A second format for 4 compounds above:
COc1ccccc1N1CCN(c2nc3c(S(=O)(=O)c4ccccc4)nnn3c3ccc(Cl)cc23)CC1
  PV pol inh: 102 | PV pol inh FP z-score: -0.9
O=C(O)CCc1nnc2ccc(N3CCC4(CC3)OCCO4)nn12
  PV pol inh: 99 | PV pol inh FP z-score: -0.5
CC(C)(C)c1ccc(C(=O)Nc2ccc3oc(-c4ccncc4)nc3c2)cc1
  PV pol inh: 100 | PV pol inh FP z-score: -0.2
CCc1ccc(NC(=O)CSc2nc3ccccc3nc2Cc2ccc(C)cc2)cc1
  PV pol inh: 103 | PV pol inh FP z-score: -0.7

# New compounds follow
# Under each structure – PV pol inh | PV pol inh FP z-score
CCOc1ccc(/C=C2\NC(=S)NC2=O)cc1OC
 : 100 | -0.1
NNC(=S)NCc1ccccc1
 : 98 | -0.3
Cc1cccc(NC(=S)N(CCCNC2=CC(=O)CC(C)(C)C2)C2CCCCC2)c1
 : 101 | -0.1
FC(F)(F)c1cccc(NCn2c(=S)oc3ccc(Cl)cc32)c1
 : 100 | -0.3
Cc1sc2c(c1C)c(=O)nc1n2Cc2ccccc2-1
 : 104 | 0.3
Nc1nonc1-c1nc2ccccc2n1Cc1cccc(Cl)c1
 : 109 | 0.5
S=c1[nH]c(=S)c2cnn(-c3ccccc3)c2[nH]1
 : 102 | 0.1
FC(F)(F)c1cccc(OCCNc2nc3ccccc3c3nc(-c4cccnc4)nn23)c1
 : 103 | 0.5
Cc1nnc(N2CCCC(C(=O)NCCc3ccccc3)C2)c2nn(-c3ccccc3)c(C)c12 (stereo not given)
 : 102 | -0.6
CC(Sc1nnc(-c2c[nH]c3ccccc23)n1C1CC1)C(=O)N(C)C1(C#N)CCCCC1 (stereo not given)
 : 99 | -0.4
COC(=O)C1=C(C)NC(=O)/C1=C\c1ccc(C(=O)OC)cc1
 : 109 | 0.8
CSC1=C(C#N)C(c2ccco2)C(C(=O)Nc2ccccc2C)=C(C)N1 (stereo not given)
 : 106 | 1.1
Cc1ccc(-c2nnc(SCCC(=O)Nc3ccccc3)n2C)cc1
 : 101 | -0.1
Cc1cc(NC2CCCCC2)nc(-c2ccccc2O)n1
 : 99 | -1.1
Cn1c(C(=O)NCCC2=CCCCC2)cc2oc3ccccc3c21
 : 102 | -0.2
Cc1nc2nc(C(F)(F)F)[nH]n2c(=O)c1Cc1ccccc1
 : 100&100 | -0.8&-0.1
CCOC(=O)C1=C(N)Oc2cc(C)oc(=O)c2C1c1ccccc1F (stereo not given)
 : 101 | 0.1
COc1ccc(OC)c(NC(=O)CCn2cccn2)c1
 : 109 | 0.7
O=C(COC(=O)c1cc(Br)ccc1O)c1ccc(F)cc1
 : 100 | -0.8
CCc1ccc2[nH]cc(S(=O)(=O)c3ccccc3)c(=O)c2c1
 : 103 | 0.4
Cc1c(Cl)cccc1NC(=O)CCOc1ccccc1
 : 98 | -0.7
CC(C)NC(=O)CSc1nnc2sc3ccccc3n12
 : 102 | -0.2
CCN1CCN(c2ccc(N=Cc3ccc(N(C)C)cc3)cc2)CC1
 : 106 | 1.7
CN1CCCN(C(=O)Cc2c(Cl)cccc2Cl)c2nc3ccccc3nc21
 : 101 | 0
Cc1ccc2nc(SCC(=O)Nc3ccccc3)[nH]c2c1
 : 103 | 0.6
Cc1ccc(-c2[nH]c3ccccc3c2SCCNC(=O)c2ccc(S(=O)(=O)N3CCOCC3)cc2)cc1
 : 103 | -0.6
CCOC(=O)CSc1nc(=O)cc(N)n1Cc1ccc(F)cc1
 : 100 | -0.8
COc1ccc(C(c2cc3c(cc2O)OCO3)N2CCOCC2)cc1 (stereo not given)
 : 100 | -0.4
CCOc1ccc(C(=O)NCCn2cc(SCC(=O)Nc3ccc4c(c3)OCCO4)c3ccccc32)cc1
 : 105 | 0
CCOc1ccc(CC2(CCc3ccncc3)C(=O)NC(=O)NC2=O)cc1
 : 99 | -0.4
CCCCn1c(CNc2ccc(C)cc2)nnc1SCC(=O)OC
 : 101 | -0.2
CCc1nnc(NC(=O)CCCSc2ccccc2)s1
 : 108 | 0.5
COC(=O)c1cc2c(=O)n3ccccc3nc2n(CCN2CCOCC2)c1=N
 : 103 | 0.5
O=C(NCCc1ccccc1)c1cc(-c2ccccc2)nc2n[nH]c(-c3ccccc3)c12
 : 103 | -0.9
COc1ccc(N2CCN(C(=O)c3oc4ccc(Br)cc4c3C)CC2)cc1
 : 101 | -0.3
COC(=O)[C@H](C)NC(=O)Cc1cccc2ccccc12
 : 102 | -0.2
Cn1cc(S(=O)(=O)N2CCCC2)cc1C(=O)N1CCCc2ccccc21
 : 105 | 0.6
